Screening results: PubChem BioAssay, National Center for Advancing Translational Sciences (NCATS)
BCR signal inh – qHTS Assay to Find Inhibitors of Chronic Active B-Cell Receptor Signaling | Potency, µM (top dose mostly 46.1 µM), inactives show at the top dose ratio change, negative = lower green/red ratio, usual class: inhibitors | ABC-DLBCL IkBa-CBG/CBR reporter, luminescence ratio, 4 h | 0.05% of 340,000 active; active means well fitted inhibition curve with a large enough effect in the signal ratio, with a control signal flat, not every such curve was filed as active; inconclusive means small, poorly fitted or top-dose-only effect, or effect the other way, or a change in a side signal; the % refers to the signal ratio;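 further: plate controls were basal doxycycline-induced cells for no effect and cells given 10 µM MG132 for full effect; MG132 reads +100%, hits lower the ratio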
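Cell line TMD8 (human ABC DLBCL), stably expressing tet-inducible CBG68-IkBa fusion and CBR; IMDM/0.5% FBS; cpd up to 46 uM; dox induction, 4 h, 37C/5% CO2; dual luminescence; green/red ratio; MG132 control.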
An asterisk follows results filed as active; u = inconclusive. Potency means the concentration at half of the fitted maximal effect. An excerpt, so the mix of outcomes need not match the whole.

SMILES | BCR signal inh
O=C(NCc1cccs1)c1ccc2c(c1)N(Cc1ccccc1Cl)C(=O)c1ccccc1S2 | -1%
COc1ccc(C2C(=O)N(C3CCC(C)CC3)CC(=O)N2C2CCCC2)cc1OC (stereo not given) | -3%
O=C(NC1CC(=O)N(c2ccccc2)C1)c1cc2ccccc2o1 (stereo not given) | -1%
CCOCCCNc1ncnc2c1cnn2-c1ccc(C)c(C)c1 | u
COCCCNC(=O)CSc1nc2cc3c(cc2c(=O)n1CCCCCC(=O)NCCc1ccc(OC)c(OC)c1)OCO3 | 2%
CCOc1ccc(-c2nc(CSCC(=O)NCCc3ccc(OCC)c(OCC)c3)c(C)o2)cc1 | -24%
COc1ccc(-c2ccc(=O)n(CC(=O)Nc3ccc(N(C)C)cc3)n2)cc1 | -4%
Cc1ccc2sc(N3CCN(C(=O)C4COc5ccccc5O4)CC3)nc2c1C (stereo not given) | 6%
COc1ccccc1OCC(=O)NC1CC(=O)N(c2ccc3c(c2)OCCO3)C1 (stereo not given) | -29%
COc1cccc(N2CCN(c3ncnc4c3c(-c3ccccc3)cn4-c3ccc(C)cc3)CC2)c1 | 0%

Some of these compounds in order of the BCR signal inh value, largest number first.
SMILES | BCR signal inh
COCCCNC(=O)CSc1nc2cc3c(cc2c(=O)n1CCCCCC(=O)NCCc1ccc(OC)c(OC)c1)OCO3 | 2%
O=C(NCc1cccs1)c1ccc2c(c1)N(Cc1ccccc1Cl)C(=O)c1ccccc1S2 | -1%
COc1ccc(-c2ccc(=O)n(CC(=O)Nc3ccc(N(C)C)cc3)n2)cc1 | -4%
COc1ccccc1OCC(=O)NC1CC(=O)N(c2ccc3c(c2)OCCO3)C1 (stereo not given) | -29%

Additional records follow.
SMILES | BCR signal inh
CCC(C)NC(=O)CSc1nc2cc3c(cc2c(=O)n1CCCCCC(=O)NCc1ccc(OC)cc1)OCO3 (stereo not given) | u
CCOc1ccc(NC(=O)c2c(Nc3ccccc3C)sc(C(=O)c3ccc(Cl)cc3)c2N)cc1 | 1%
COc1cc(C(=O)NCC(c2cccs2)S(=O)(=O)c2ccc(F)cc2)cc(OC)c1OC (stereo not given) | -2%
Cn1ccc2c(OCC(=O)Nc3cc(C(F)(F)F)ccc3Cl)cccc2c1=O | u
O=C(COc1ccccc1)NCc1ccc2c(c1)CCN2C(=O)c1ccc(F)cc1 | 13%
CCOc1ccc(-n2c(/C=C/c3cccc(F)c3)nc3cc(OC)c(OC)cc3c2=O)cc1 | -3%
Cc1ccc(NC(=O)CN2C=NS(=O)(=O)c3ccccc32)cc1 | u
O=C(NC1CC(=O)N(c2ccc(F)cc2)C1)c1ccc(S(=O)(=O)N2CCCCC2)cc1 (stereo not given) | 8%
CCC1=Nc2cc(C(=O)NCc3ccc(C)cc3)ccc2Sc2ccc(C)cc21 | 7%
CCOc1ccccc1NC(=O)c1ccc(F)c(S(=O)(=O)NCc2ccc3c(c2)OCO3)c1 | u
O=C(NC1CC(=O)N(c2ccc(F)cc2)C1)c1ccco1 (stereo not given) | 8%
O=C(CCCCCn1c(=O)[nH]c2ccccc2c1=O)NCc1ccc(Cl)cc1 | -5%
O=C1N(Cc2cccc(C(F)(F)F)c2)c2ccccc2S(=O)(=O)N1c1cccc(Cl)c1 | 22%
CCSc1nnc2c(n1)OC(c1ccc(OCC(=O)O)cc1)Nc1ccccc1-2 (stereo not given) | u
COc1ccc(Cl)cc1NC(=O)c1cc(S(=O)(=O)N(C)Cc2ccccc2)ccc1F | u
CCOC(=O)c1cc(-c2ccccc2)n(-c2cccc(C(=O)Nc3ccc(OCC)cc3)c2)c1C | 7%
O=C(NCc1ccccc1)c1ccc2c(c1)N(Cc1cccc(Cl)c1)C(=O)c1ccccc1S2(=O)=O | 5%
COc1cccc(N2CC(NC(=O)C3CC3)CC2=O)c1 (stereo not given) | -23%
N#Cc1ccc(C(=O)Nc2ccc3c(c2)N(C2CCCC2)C(=O)c2ccccc2S3)cc1 | -5%
Cn1c(=O)c2c(n3c4ccccc4nc13)NC(=O)CC2c1cccc(Cl)c1 (stereo not given) | 7%
Cc1ccccc1CNC(=O)C(=O)NCC(c1cccs1)S(=O)(=O)c1ccc(Cl)cc1 (stereo not given) | -19%
COc1ccc(S(=O)(=O)NCCc2sc3nc(-c4ccc(C)cc4)nn3c2C)cc1C | 16%
CN(CC(=O)Nc1cccc(C#N)c1)S(=O)(=O)c1cc2c(cc1Cl)NC(=O)CO2 | u
CC(=O)C1=C(c2ccc(Cl)c(Cl)c2)N(C(C)=O)n2cnnc2S1 | u
CCN(Cc1ccccc1)S(=O)(=O)c1ccc(F)c(C(=O)Nc2cc(C(F)(F)F)ccc2Cl)c1 | 5%
COc1ccc(CCNC(=O)c2c(Nc3ccccc3C)sc(C(=O)c3ccccc3)c2N)cc1OC | 2%
COc1ccc(CCC(=O)NC2CC(=O)N(c3cccc(F)c3)C2)cc1 (stereo not given) | 5%
COc1ccc(CNC(=O)C(=O)NCC(c2ccco2)S(=O)(=O)c2cccs2)cc1 (stereo not given) | -12%
O=C(Nc1cc(F)ccc1F)c1cc2nc(-c3ccco3)cc(C(F)(F)Cl)n2n1 | u
COc1ccc(-c2cn3nc(N4CCCC(C(=O)Nc5cccc(OC)c5)C4)sc3n2)cc1 (stereo not given) | 3%

The last 6 records of the section before are carried over, then new ones follow:
SMILES | BCR signal inh
CCN(Cc1ccccc1)S(=O)(=O)c1ccc(F)c(C(=O)Nc2cc(C(F)(F)F)ccc2Cl)c1 | 5%
COc1ccc(CCNC(=O)c2c(Nc3ccccc3C)sc(C(=O)c3ccccc3)c2N)cc1OC | 2%
COc1ccc(CCC(=O)NC2CC(=O)N(c3cccc(F)c3)C2)cc1 (stereo not given) | 5%
COc1ccc(CNC(=O)C(=O)NCC(c2ccco2)S(=O)(=O)c2cccs2)cc1 (stereo not given) | -12%
O=C(Nc1cc(F)ccc1F)c1cc2nc(-c3ccco3)cc(C(F)(F)Cl)n2n1 | u
COc1ccc(-c2cn3nc(N4CCCC(C(=O)Nc5cccc(OC)c5)C4)sc3n2)cc1 (stereo not given) | 3%
COc1cc2c(cc1OC)C(COc1ccc(C(C)C)cc1)N(C(=O)c1ccc(S(=O)(=O)N3CCCC3)cc1)CC2 (stereo not given) | 9%
O=C(NC1CC(=O)N(c2ccc(F)cc2)C1)C1CCCC1 (stereo not given) | 2%
CCC(Sc1nc2ccccc2c2nc(CCc3c(C)n[nH]c3C)nn12)C(=O)Nc1ccccc1F (stereo not given) | -9%
Cc1ccc(Cn2c(CN3CCC(C(=O)NCC(C)c4ccccc4)CC3)cc3ccccc32)cc1 (stereo not given) | 14%
O=C(Nc1ccc(Cl)c(Cl)c1)c1cc(S(=O)(=O)N2CCN(c3cccc(Cl)c3)CC2)ccc1F | u
CCC(=O)C1=C(c2ccc(F)cc2)N(C(=O)CC)n2c(nnc2C2CCCCC2)S1 | 1%
CCOc1ccccc1NC(=O)N1CCC(N2CCN(Cc3ccccc3)C(=O)C2=O)CC1 | u
Clc1cccc(-n2ncc3c(N4CCCCCC4)ncnc32)c1 | 1%
COC(=O)c1cccc(NC2=NS(=O)(=O)c3ccccc32)c1 | u
CCOc1cccc(NC(=O)C2CC(=O)N(C)C(=Nc3ccc(F)cc3)S2)c1 (stereo not given) | -1%
Cc1ccc(C)c(CN2C(=O)C(=O)c3ccccc32)c1 | -2%
Cc1cc(N2CCCCC2)nc2ccc(NC(=O)c3cccc(Cl)c3)cc12 | u
COc1cc(OC)cc(C(=O)Nc2ccc(-c3nc4ccccc4s3)c(C)c2)c1 | u
COc1cc2c(cc1OC)C(COc1ccc(C(C)C)cc1)N(C(=O)COc1ccccc1)CC2 (stereo not given) | -5%
CCN1CCN(C(=O)c2ccc3c(c2)N(Cc2cccc(Cl)c2)C(=O)c2ccccc2S3(=O)=O)CC1 | u
O=S(=O)(NCCc1csc2nc(-c3ccc(Cl)cc3)nn12)c1ccc(Oc2ccccc2)cc1 | 4%
COc1cccc(C2C=C(c3ccc(C)c(C)c3)Nc3nnnn32)c1OC (stereo not given) | 9%
Cc1ccc2nc(N(Cc3cccnc3)C(=O)COc3ccccc3)sc2c1 | u
COc1cccc(CSc2nc3n(n2)C(c2cccnc2)C(C(=O)Nc2ccccc2C)=C(C)N3)c1 (stereo not given) | 0%
CCCc1cnc2c(c1SCC(=O)Nc1ccccc1OCC)c(=O)n(C)c(=O)n2C | -9%
Fc1cccc(CSc2nc(NCCc3ccccc3)c3ccccc3n2)c1 | u
Cc1cccc(-n2cnc3cc(C(=O)NC4CCCCCC4)ccc32)c1 | u
CC(=O)c1cccc(NC(=O)CSc2nc3c(=O)n(C)c(=O)n(C)c3n2C)c1 | 4%
COc1cc(OC)cc(C(=O)NCc2ccc3c(c2)CCN3C(=O)c2ccccc2)c1 | u
Cc1nc2c(C(=O)NCCCN(CC(C)C)CC(C)C)cnn2c(C)c1Cc1c(F)cccc1Cl | -2%
COc1ccc(N2CCN(C(c3ccc(F)cc3)c3sc4nc(-c5ccco5)nn4c3O)CC2)cc1 (stereo not given) | -3%
Cc1ccc(Nc2nnc(-c3ccc(C)c(S(N)(=O)=O)c3)c3ccccc23)cc1 | u
COc1cc2ccccc2cc1C(=O)N1CCN(c2nc3c(F)cc(F)cc3s2)CC1 | -7%
CCOC(=O)c1cc(-c2ccccc2)n(CCC(=O)Nc2ccccc2CC)c1C | u
Cc1ccc(CNC(=O)CSc2nc(=O)n(Cc3ccco3)c3c2CCC3)cc1 | 8%
O=C(Nc1ccc2c(c1)N(C1CCCC1)C(=O)c1ccccc1S2)c1cccc(F)c1 | -4%
CC(=O)c1cc(-c2ccc(F)cc2)n(CCC(=O)NC2CCCCC2)c1C | -9%
COc1ccccc1CCNC(=O)C(=O)NCC(c1ccco1)S(=O)(=O)c1ccccc1 (stereo not given) | 0%
CCc1ccc(NS(=O)(=O)c2ccc3[nH]cc(C(=O)NCCc4cccc(C)c4)c(=O)c3c2)cc1 | 6%
COc1ccccc1CNC(=O)C1(c2cccs2)CCOCC1 | 0%
Cn1ncc2c(NCc3cccc(Cl)c3)ncnc21 | u
COc1ccc(CCNC(=O)c2cc(Nc3ccccc3)nc3ccccc23)cc1OC | u
Cc1ccc(Cl)cc1Nc1nn2c(=O)c3ccc(C(=O)N4CCCC(C)C4)cc3nc2s1 (stereo not given) | -1%
CCOC(=O)N1CCc2c(sc(NCc3cccs3)c2C(=O)Nc2cc(OC)ccc2OC)C1 | -19%
O=C(Nc1ccc(F)cc1F)c1ccc(CN2CC(=O)N3CCCCC3C2=O)cc1 (stereo not given) | -3%
COc1ccc(-c2nc3scc(CCNS(=O)(=O)c4ccc(NC(C)=O)cc4)n3n2)cc1 | u
CCCN(CCC)C(=O)Cn1c(=O)n(-c2cccc(OC)c2)c(=O)c2c(C)c(C(=O)N(C)C)sc21 | -15%
O=C(COc1ccccc1F)NC1CC(=O)N(c2ccc3c(c2)OCCO3)C1 (stereo not given) | u
Cc1ccc(-n2ncc3c(NCC(C)C)ncnc32)c(C)c1 | u
O=C(CSc1nnc(-c2ccncc2)n1-c1ccccc1)Nc1ccc(Cl)c(Cl)c1 | 15%
CCOc1ccccc1CNC(=O)C1CCN(Cc2cc3ccccc3n2Cc2ccccc2)CC1 | 3%
CCOC(=O)CSc1nc2c(sc3ccccc32)c(=O)n1CCO | u
Cc1ccc(CSC2=Nc3ccccc3C3=NC(CCC(=O)NCCc4ccccc4)C(=O)N23)cc1 (stereo not given) | -1%
COc1cccc(CNC(=O)C2CCN(Cc3cc4ccccc4n3Cc3ccc(C)cc3)CC2)c1 | 4%
COc1ccc(NC(=O)c2c(NCc3sccc3C)sc3c2CCCC3)c(OC)c1 | u
Additional results follow:
SMILES | BCR signal inh
COc1ccc(CNc2ncnc3c2nnn3C)cc1 | -1%
CCOc1ccc(S(=O)(=O)NCCc2csc3nc(-c4cccc(C)c4)nn23)cc1 | 10%
O=C(CCOc1ccccc1)N(Cc1cccnc1)c1nc2c(F)cc(F)cc2s1 | 25%
CCc1ccc(-c2[nH]nc3nc(-c4ccc(OC)cc4)cc(C(=O)NCCCOC)c23)cc1 | u
Cn1ccc2c(OCC(=O)Nc3ccc(OC(F)(F)F)cc3)cccc2c1=O | -9%
Cc1ccc(CSC2=Nc3ccccc3C3=NC(CCC(=O)NC4CCCCC4)C(=O)N23)cc1 (stereo not given) | -13%
O=C(Cc1ccc(F)cc1)NCc1ccc2c(c1)CCN2C(=O)c1ccc(F)cc1 | u
Cc1ccc(-c2cc(C(=O)NCc3ccccc3Cl)c3ccccc3n2)cc1C | -10%
COc1ccc(N2CCN(c3ncnc4c3cnn4-c3ccc(C)c(Cl)c3)CC2)cc1 | 4%
COc1cn(CC(=O)Nc2ccc(C)cc2C)c(CN2CCCCC2)cc1=O | 8%
CCOC(=O)c1cc(-c2ccccc2)n(CCC(=O)Nc2ccc(C(F)(F)F)cc2)c1C | u
COc1ccc(OC)c(S(=O)(=O)NCCc2csc3nc(-c4ccccc4)nn23)c1 | 12%
O=S(=O)(Nc1cccc(-c2ccc(N3CCOCC3)nn2)c1)c1cc(C(F)(F)F)ccc1Cl | 3%
